Y pestis TopoI = Yersinia pestis topoisomerase I inhibitors, primary screen, biochemical, cleavage product accumulation, plate reader, single point; DNA topoisomerase I (Yersinia pestis CO92); Y. pestis Topo-I cleavage product accumulation; activity, % at 10 µM; 0.064% of 360,000 active; AID 504884, 2011; in the data active means activity above about 50%, passing the limit was not always enough; further: inactives centre near 2
FadD28 FP inh = inhibitors of FadD28 bisubstrate probe binding, primary screen, biochemical, fluorescence polarization, single point; 0.22% of 360,000 active; inhibition, % at 12.5 µM; Mycobacterium tuberculosis FadD28 fatty-acid-AMP ligase; in the data active means inhibition above about 8.5%, passing the limit was not always enough
GDH-TPI counter = GDH-TPI coupling enzyme inhibitors, primary screen, artefact control for M. tuberculosis FBA inhibitor project, biochemical, absorbance, full deck; inhibition, % at 4.8 µM; AID 588335, 2011; 1.2% of 360,000 active; GDH-TPI coupled enzyme counterscreen, NADH absorbance; in the data active means inhibition above about 30%;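 further: 0% = DMSO wells and 100% = wells lacking the enzyme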
PfHsp40 yeast = rescue of yeast from PfHsp40 toxicity, primary screen, S. cerevisiae, ATP luminescence. S. cerevisiae expressing PfHsp40, growth rescue. AID 504582, 2011. growth rescue, % at 12.5 µM. 0.68% of 340,000 active; in the data active means growth rescue above about 28%, passing the limit was not always enough;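 further: yeast W303a lacking pdr1 and pdr3 grown in galactose medium; growth measured after three days at 30 °C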
BH1578 lux ind = inducers of Vibrio cholerae quorum light production without autoinducers, primary screen, BH1578 luxS cqsA deficient, single point | V. cholerae BH1578 lux reporter, luminescence, 6 h | activation, % at 18.7 µM | 0.16% of 350,000 active | AID 588436, 2011; in the data active means activation mostly above about 9.7%, no sharp cut-off; further: not every result past the cut was called active; inactives centre near 0; reference of the scale not given here
BioA inh = M. tuberculosis BioA enzyme inhibitors, primary screen, biochemical, plate reader, single point, HTS; 7,8-diaminopelargonic acid synthase BioA (Mycobacterium tuberculosis); purified M. tuberculosis BioA enzyme; inhibition, % at 9.99 µM; 0.096% of 360,000 active; in the data active means inhibition above about 40%
TcdB GH inh = TcdB glycohydrolase inhibitors, primary screen, biochemical, single point, plate reader; Toxin B (Clostridioides difficile), P18177; TcdB glycohydrolase enzymatic assay; inhibition, % at 9.99 µM; 0.24% of 350,000 active; AID 652162, 2013; in the data active means inhibition above about 10%
Target sequence (P18177 whole entry, looked up): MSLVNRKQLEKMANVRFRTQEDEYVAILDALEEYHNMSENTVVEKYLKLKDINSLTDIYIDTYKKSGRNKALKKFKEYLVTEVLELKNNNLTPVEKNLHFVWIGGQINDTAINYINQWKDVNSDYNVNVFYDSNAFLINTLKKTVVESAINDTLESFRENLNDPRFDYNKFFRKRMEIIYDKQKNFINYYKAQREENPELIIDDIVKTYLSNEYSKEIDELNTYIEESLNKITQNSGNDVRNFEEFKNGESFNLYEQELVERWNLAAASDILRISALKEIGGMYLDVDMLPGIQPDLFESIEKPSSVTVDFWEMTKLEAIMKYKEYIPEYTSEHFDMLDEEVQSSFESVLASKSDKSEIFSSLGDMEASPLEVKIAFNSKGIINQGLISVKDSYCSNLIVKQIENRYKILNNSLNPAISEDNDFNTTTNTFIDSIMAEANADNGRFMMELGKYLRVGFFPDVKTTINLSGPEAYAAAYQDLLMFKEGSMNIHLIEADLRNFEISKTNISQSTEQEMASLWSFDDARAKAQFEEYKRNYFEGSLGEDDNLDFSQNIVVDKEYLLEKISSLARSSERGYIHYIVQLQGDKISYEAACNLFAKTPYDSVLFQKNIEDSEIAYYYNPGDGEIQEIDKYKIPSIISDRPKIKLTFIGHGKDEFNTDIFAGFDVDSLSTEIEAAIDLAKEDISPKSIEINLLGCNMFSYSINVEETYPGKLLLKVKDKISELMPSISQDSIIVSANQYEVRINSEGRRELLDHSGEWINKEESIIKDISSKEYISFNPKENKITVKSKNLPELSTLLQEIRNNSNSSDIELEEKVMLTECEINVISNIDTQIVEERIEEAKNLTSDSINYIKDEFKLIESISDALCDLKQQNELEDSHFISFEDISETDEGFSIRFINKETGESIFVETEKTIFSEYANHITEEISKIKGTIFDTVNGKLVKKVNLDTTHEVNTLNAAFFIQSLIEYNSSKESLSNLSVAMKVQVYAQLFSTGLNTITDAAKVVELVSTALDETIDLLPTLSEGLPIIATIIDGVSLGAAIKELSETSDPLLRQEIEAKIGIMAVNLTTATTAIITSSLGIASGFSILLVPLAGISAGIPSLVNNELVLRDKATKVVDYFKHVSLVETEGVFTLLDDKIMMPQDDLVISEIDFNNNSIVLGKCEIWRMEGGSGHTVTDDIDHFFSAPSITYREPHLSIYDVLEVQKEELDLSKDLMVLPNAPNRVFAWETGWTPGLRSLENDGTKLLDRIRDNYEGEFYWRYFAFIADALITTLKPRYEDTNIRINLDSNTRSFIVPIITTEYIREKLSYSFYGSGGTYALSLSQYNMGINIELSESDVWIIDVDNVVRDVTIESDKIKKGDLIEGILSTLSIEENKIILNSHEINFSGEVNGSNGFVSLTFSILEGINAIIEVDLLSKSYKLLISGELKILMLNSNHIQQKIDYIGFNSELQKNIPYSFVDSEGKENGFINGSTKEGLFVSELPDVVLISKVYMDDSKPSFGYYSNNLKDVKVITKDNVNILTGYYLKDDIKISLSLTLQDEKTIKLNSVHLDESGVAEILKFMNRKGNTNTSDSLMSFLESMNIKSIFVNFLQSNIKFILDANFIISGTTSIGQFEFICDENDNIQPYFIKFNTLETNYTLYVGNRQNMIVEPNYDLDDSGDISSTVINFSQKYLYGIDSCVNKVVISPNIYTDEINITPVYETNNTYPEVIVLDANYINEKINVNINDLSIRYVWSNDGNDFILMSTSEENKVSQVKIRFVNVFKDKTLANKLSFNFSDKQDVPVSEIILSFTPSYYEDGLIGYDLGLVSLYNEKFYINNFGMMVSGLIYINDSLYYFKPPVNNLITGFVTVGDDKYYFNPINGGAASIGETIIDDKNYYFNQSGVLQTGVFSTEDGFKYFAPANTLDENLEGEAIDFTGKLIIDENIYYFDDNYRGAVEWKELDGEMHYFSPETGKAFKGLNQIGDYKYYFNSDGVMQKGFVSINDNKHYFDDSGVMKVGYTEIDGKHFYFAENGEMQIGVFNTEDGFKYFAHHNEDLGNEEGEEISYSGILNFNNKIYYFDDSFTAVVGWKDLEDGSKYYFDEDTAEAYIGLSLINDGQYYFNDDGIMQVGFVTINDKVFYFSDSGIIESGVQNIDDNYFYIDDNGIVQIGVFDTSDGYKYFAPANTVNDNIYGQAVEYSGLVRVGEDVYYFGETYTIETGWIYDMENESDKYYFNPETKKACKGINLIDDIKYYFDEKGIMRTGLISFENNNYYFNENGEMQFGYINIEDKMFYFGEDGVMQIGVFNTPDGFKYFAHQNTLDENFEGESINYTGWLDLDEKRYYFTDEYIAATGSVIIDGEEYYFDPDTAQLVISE
UGM FP inh = M. tuberculosis UGM enzyme inhibitors, primary screen, biochemical, fluorescence polarization, single point. purified UGM, fluorescence polarization probe displacement. inhibition, % at 10 µM. AID 504406, 2011. 0.06% of 320,000 active; in the data active means inhibition above about 10%, passing the limit was not always enough
FBA Mtb inh = Mtb FBA enzyme inhibitors, primary screen, biochemical, fluorescence, strain H37Rv. Fructose-bisphosphate aldolase (Mycobacterium tuberculosis (strain ATCC 25618 / H37Rv)), …. purified M. tuberculosis FBA, fluorescence read-out. inhibition, % at 1 µM. 2.3% of 360,000 active. AID 588726, 2011; in the data active means inhibition above about 27%;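 further: 0% = vehicle and 100% = reference inhibitor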
Numbers without * were called inactive; i = inactive; · = no result given.

SMILES	Y pestis TopoI	FadD28 FP inh	GDH-TPI counter	PfHsp40 yeast	BH1578 lux ind	BioA inh	TcdB GH inh	UGM FP inh	FBA Mtb inh
CCc1ccc(C(=O)COC(=O)c2cc([N+](=O)[O-])ccc2NCCO)cc1	8	0.5	18	2.5	-0.2	·	0.4	-3.6	1
CCOC(=O)[C@H]1[C@H]2COc3ccc(Br)cc3[C@@H]2N2C(=O)c3cc(Br)ccc3NC(=O)[C@@]12C	5	-2.1	14	1.8	i	-0.9	0.4	1.2	5
O=C1NC(=O)C(=Cc2ccc(-c3ccccc3[N+](=O)[O-])o2)C(=O)N1	-12	-0.9	16	1.9	-1.9	-0.3	2.1	-2.2	1
CCN(C(=O)c1cccc(Br)c1)c1ccccc1	5	0.5	9	0.5	-0.2	·	0.6	-1.2	0
C=CC[C@@H](CC(=O)NCCO)C(=O)N[C@@H](COC(=O)[C@@H](CC=C)CC(=O)OC(C)(C)C)Cc1c[nH]c2ccccc12	-5	-2.7	9	-0.9	i	2.1	1.8	-3.9	0
O=C(NC1CCCCC1)C(c1cccnc1)N(C(=O)c1ccc(Cl)nc1)C1CCCCC1 (configuration not stated)	8	-2.0	-5	0.6	-0.1	-1.9	-0.4	-2.0	5
CC1(C)Cc2ccccc2-c2nnc(C(F)(F)F)n21	3	0.2	7	3.8	-0.2	·	0.7	1.9	5
CCOc1ccc(NS(=O)(=O)c2cc(NC(=O)CCS(=O)(=O)c3ccc(C)cc3)ccc2OC)cc1	13	-3.3	2	0.9	-0.3	0.1	·	-0.9	0
COc1ccccc1NC(=O)C1CCN(S(=O)(=O)c2cccc3nonc23)CC1	-2	-0.2	5	-0.1	-0.1	0.4	1.2	1.3	0
COc1ccc(CN2CCN(C(=O)C3CCN(S(=O)(=O)c4cccs4)CC3)CC2)c(OC)c1OC	13	-0.8	-3	-0.2	0.4	·	-0.3	-1.9	1
COc1ccccc1C(=O)Nc1ccccc1C(=O)N1CCCC1	0	-3.4	-1	-1.0	i	-1.0	·	0.1	1
COC(=O)c1cc(NC2c3ccccc3C(=O)N2CCN2CCOCC2)cc(C(=O)OC)c1 (configuration not stated)	18	-2.1	2	-0.7	1.1	-1.8	1.5	-3.7	5
CC(=O)Nc1ccc(Nc2nnc(-c3ccc(C)c(S(N)(=O)=O)c3)c3ccccc23)cc1	3	-3.1	26	0.4	5.6	-1.4	1.0	0.0	3
COc1ccc(C)cc1NC(=O)CSc1nc2ccccc2nc1N1CCCC1	-6	1.5	0	-0.6	-0.2	-0.3	2.0	-1.2	1
CCC1(c2ccc(OC)cc2)NC(=O)N(CC(=O)N2CCc3ccccc32)C1=O (configuration not stated)	-6	-3.0	1	0.4	-0.3	-0.1	0.2	·	-1
COc1ccc2nc3ccccc3nc2c1NC(=O)c1ccc(Br)cc1	-7	-0.2	5	0.2	-0.3	-11	1.0	8.6	6
CC1CC(C)CN(S(=O)(=O)c2ccc3c(c2)oc(=O)n3CC(=O)N(C)Cc2ccccc2)C1 (configuration not stated)	11	-6.3	-8	-0.7	-0.3	-1.5	0.7	-1.4	-1
Fc1ccc(/C=N/Nc2nc(-c3cccnc3)nc3ccccc23)cc1	3	-1.6	23	0.0	-0.5	·	1.5	0.8	2
C#CCOCCOCCOCCNc1nc(N2CCN(C(=O)Cn3cc(CCCCN)nn3)CC2)nc(N2CCN(C(=O)Cn3cc(CCCCN)nn3)CC2)n1	-8	-3.5	-1	-1.7	-3.6	0.1	-2.6	5.1	0
CC(C)C(C)NC(=O)CSc1nnc(-c2c[nH]c3ccccc23)o1 (configuration not stated)	1	-0.9	3	1.4	i	·	0.3	0.5	1

The closing two compounds of the section above are carried over, then new ones follow:
SMILES	Y pestis TopoI	FadD28 FP inh	GDH-TPI counter	PfHsp40 yeast	BH1578 lux ind	BioA inh	TcdB GH inh	UGM FP inh	FBA Mtb inh
C#CCOCCOCCOCCNc1nc(N2CCN(C(=O)Cn3cc(CCCCN)nn3)CC2)nc(N2CCN(C(=O)Cn3cc(CCCCN)nn3)CC2)n1	-8	-3.5	-1	-1.7	-3.6	0.1	-2.6	5.1	0
CC(C)C(C)NC(=O)CSc1nnc(-c2c[nH]c3ccccc23)o1 (configuration not stated)	1	-0.9	3	1.4	i	·	0.3	0.5	1
C=CCn1c(COc2ccc(Cl)cc2)nnc1SCC(=O)N/N=C/c1cccc(O)c1	-7	-1.9	7	1.6	-0.3	-0.1	·	-2.0	3
COc1ccc(C(=O)Cn2cnc3ccc(Cl)cc3c2=O)cc1F	7	-2.1	7	-1.0	-3.3	-0.3	-1.3	-0.9	-3
Clc1ccc(-c2c[nH]c3ccccc23)nn1	6	-0.1	4	-0.4	i	-2.2	0.6	2.2	5
COCCCNS(=O)(=O)c1cccc(S(=O)(=O)c2cccc(S(=O)(=O)NCCCOC)c2)c1	3	-1.8	-4	-1.2	i	-1.2	1.4	-0.4	0
COc1cccc(-c2cnc3cccnn23)c1	3	-1.8	-3	·	-0.3	0.5	1.8	·	53*
O=C(OCCN1C(=O)c2ccccc2C1=O)c1ccc(S(=O)(=O)N2CCCCCC2)cc1	4	0.3	-1	-1.2	-0.4	-1.1	·	4.6	0
COc1ccc(N2CCN(C(=O)COC(=O)COc3cccc(C(F)(F)F)c3)CC2)cc1	0	0.7	1	-1.2	i	-1.4	1.1	1.3	-3
CCOC(=O)COc1ccc2nsnc2c1Cl	1	-2.0	7	-0.2	i	·	·	-1.3	25
CCOC(=O)c1ccc(NC(=O)CCc2nc(-c3ccc(C)cc3)no2)cc1	-4	-3.6	4	4.0	-0.3	·	·	-0.7	-2
O=C(NCc1cccc(C(F)(F)F)c1)c1csc([C@H]2C[C@H](O)[C@@H](CO)O2)n1	0	-2.1	7	·	-0.4	-1.6	0.9	·	3
COc1ccc(NC(=O)C2Cc3ccccc3C(=O)O2)cc1 (configuration not stated)	0	-0.7	-18	1.2	-0.1	0.1	1.8	1.7	2
CCC(=O)Nc1ccc(N/C(N)=N/c2nc(C)cc(C)n2)cc1	7	-0.5	0	0.8	i	·	1.7	-0.1	1
CCOc1ccc(-n2c(C)c(C(=O)OC)c3cc(O)ccc32)cc1	6	-1.3	5	-1.3	0.4	0.2	0.2	-0.8	1
COc1ccc(N(C)C(=O)Cc2c(C(=O)O)[nH]c3ccccc23)cc1	3	-1.3	1	-0.6	-0.2	·	-0.5	-1.0	4
CCOC(=O)[C@H]1[C@H]2COc3ccc(Br)cc3[C@H]2N2C(=O)CN(Cc3ccc(Cl)cc3)C(=O)[C@@]12C	23	-3.3	6	0.5	-0.7	-0.2	2.3	·	3
CN(c1cccc(Cl)c1)S(=O)(=O)c1cccc(C(=O)NN2CCOCC2)c1	-3	-1.9	-1	1.0	i	-1.7	1.2	0.9	-4
O=C(Nc1cc([N+](=O)[O-])ccc1N1CCOCC1)c1cccs1	-4	0.7	2	-1.0	·	-1.9	3.1	0.7	3
CCOC(=O)N1CCN(c2ncnc3c2[nH]c2ccc(OC)cc23)CC1	3	0.7	15	-2.2	5.0	3.2	·	0.3	125*
FC(F)(F)c1cc(-c2ccc(Cl)cc2)nc2ncnn12	6	-0.7	18	0.7	i	0.6	·	-2.6	142*
c1ccn2c(SCc3ccc4c(c3)OCCO4)nnc2c1	6	-2.9	-2	-0.9	0.8	-0.6	1.6	1.2	0
CCCn1c(=S)[nH]c2cc(OC)c(OC)cc2c1=O	-2	-0.7	12	0.7	-2.7	-2.1	1.7	-0.5	0
CCn1c(SCc2cccc(C)c2)nnc1-c1ccc(C)cc1	25	-3.1	-3	0.8	-0.4	8.3	·	-1.9	0
Cc1cccc(NS(=O)(=O)c2nnc(NC(=O)c3ccc(C)c(C)c3)s2)c1	1	-2.8	25	-0.9	-0.2	-2.3	-0.9	0.9	0
CCc1nc2c(OCC(=O)c3ccc(Cl)cc3Cl)cccn2c1N(C=O)Cc1ccccc1	30	-1.6	5	·	-0.8	-2.3	0.3	·	-2
COC(=O)c1ccsc1-n1cc(C#N)c(=O)n(C)c1=O	8	-0.6	-1	-0.6	0.1	-0.1	0.0	0.9	2
Clc1cccc(Cc2c(-c3ccccc3)nc3c4ccccc4ccn23)c1	·	-4.9	·	·	·	0.1	1.1	·	4
Cc1cc(C(=O)CSc2nc3ccccc3c(=O)n2C)c(C)n1Cc1ccc2c(c1)OCO2	1	-0.2	2	-0.6	i	-0.3	·	-1.1	4
Cc1ccc(NC(=S)NC2CC3CCCC(C2)N3Cc2cccs2)cc1 (configuration not stated)	4	-0.7	-2	0.6	-0.5	0.5	-0.8	-0.4	0
OCCC1CN(Cc2nc(-c3ccc(F)cc3)cs2)CCN1CCc1ccccc1 (configuration not stated)	32	-2.3	5	0.6	·	·	0.7	1.8	-2
Cc1ccc(SCC(=O)Nc2ccc3c(c2)C(=O)NC3=O)cc1	10	-1.7	6	-0.5	i	-3.6	3.5	0.9	-1
CC(=O)N(c1ccccc1)c1ccccc1[N+](=O)[O-]	5	-3.8	-7	·	i	-0.3	1.4	·	-3
Nc1ncnc2c1ncn2[C@H]1C[C@H](O)[C@@H](CO)O1	-1	-3.5	10	-0.3	-0.4	-0.5	0.9	-0.3	-1
CCN1C(=O)[C@H]2[C@H]3CN=C(SC)N3[C@@](CC)(C(=O)OC)[C@H]2C1=O	-2	-0.4	8	0.1	i	-2.7	1.1	·	4
CC(=O)c1cccc(NC(=O)c2ccc3c(=O)n4c(nc3c2)CCCCC4)c1	-2	-1.4	9	1.7	i	·	0.0	2.3	1
CCOc1ccccc1C(=O)Nc1cccc2cccnc12	3	-0.6	20	0.5	i	-2.3	0.3	4.0	-1
CC(C)O/C(=N/S(=O)(=O)c1ccc(Cl)cc1)c1ccccc1	-1	-0.3	6	6.4	i	-1.7	0.7	·	5
COC(=O)CCC(=O)NNC(=O)C1CC1(c1ccccc1)c1ccccc1 (configuration not stated)	2	-0.3	4	-1.1	-0.3	-1.3	0.1	3.7	1
COC(=O)c1ccc(C(C(=O)NC2CCCCC2)N(Cc2ccccc2)C(=O)Cc2cccs2)cc1 (configuration not stated)	8	-1.3	1	0.7	-0.3	·	·	-0.5	-1
O=C1C2C(C(=O)N1/N=C/c1ccco1)C1C=CC2C12CC2 (configuration not stated)	-5	-2.8	-7	-1.9	-0.6	-1.0	0.2	-0.7	0
O=C(c1ccco1)N1CCN(Cc2nnc(-c3cccc(Br)c3)o2)CC1	2	-2.3	16	2.3	-0.3	-0.1	-0.5	1.3	2
COc1ccc(NC(=S)N(CCN2CCCCC2)Cc2ccco2)cc1	7	-0.6	1	-0.9	-0.4	2.7	0.5	-5.1	-3
O=C(c1ccccc1)c1cccc(NC(=O)c2ccco2)c1	3	-4.3	4	4.5	0.7	0.0	·	-1.3	-1
COc1cccc(NC(=O)COC(=O)c2ccc3c(c2)OCCO3)c1	-7	4.0	12	·	-7.6	-1.9	0.9	·	6
Cc1ccc2c(=O)c(CN3CCCCCC3)c(C)[nH]c2c1C	8	-2.1	2	-0.8	i	2.2	1.2	0.3	3

In the list so far, 4 contain a nitro group on carbon.
SMILES	Y pestis TopoI	FadD28 FP inh	GDH-TPI counter	PfHsp40 yeast	BH1578 lux ind	BioA inh	TcdB GH inh	UGM FP inh	FBA Mtb inh
CCc1ccc(C(=O)COC(=O)c2cc([N+](=O)[O-])ccc2NCCO)cc1	8	0.5	18	2.5	-0.2	·	0.4	-3.6	1
O=C1NC(=O)C(=Cc2ccc(-c3ccccc3[N+](=O)[O-])o2)C(=O)N1	-12	-0.9	16	1.9	-1.9	-0.3	2.1	-2.2	1
O=C(Nc1cc([N+](=O)[O-])ccc1N1CCOCC1)c1cccs1	-4	0.7	2	-1.0	·	-1.9	3.1	0.7	3
CC(=O)N(c1ccccc1)c1ccccc1[N+](=O)[O-]	5	-3.8	-7	·	i	-0.3	1.4	·	-3

Source: PubChem BioAssay
